Screening data deposited in PubChem BioAssay by several laboratories.
NPY-Y1 PAM-ag: potentiates or activates human NPY-Y1 receptor. AID 1304. 220,000 tested, 0.37% active. NPY-Y1 expressing cells, potentiator/agonist activation. activation, % at 3.6 µM; in the data active means activation above about 33%, passing the limit was not always enough;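 further: cells stimulated with NPY at EC10 then isoproterenol at EC100; 0% = low agonist plus stimulus and 100% = saturating agonist plus stimulus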
NPY-Y1 antag: NPY-Y1 (human) receptor antagonism; HEK293-CNG Y1 cells, membrane potential fluorescence; NPY at EC95, then isoproterenol; inhibition, % at 3.6 µM; 200,000 tested, 1% active; AID 1040;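 active means inhibition above the campaign mean inhibition of all tested compounds plus 3 SD, cut at about 20% in these data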;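 further: 0% = DMSO wells given NPY plus isoproterenol and 100% = isoproterenol alone without NPY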
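Assay system: HEK293 Y1/CNG channel cell line; Doses: single compound dose of 3.6 µM, 0.4% DMSO; Timing: dye 3 h, compound 60 min room temperature, stimulation 45 min; Technique: Membrane-potential fluorescent dye readout; Measure: % inhibition of NPY effect.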
CHOP inh: inhibitors of CHOP induction in ER stress response. CHO-K1 CHOP-promoter luciferase, tunicamycin-induced, 15-18 h. inhibition, % at 10 µM. 220,000 tested, 3.8% active;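 active means compounds that reduced the stress-induced luciferase reporter signal by more than about 70% of percent inhibition, limit read from the data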;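 further: 0% = tunicamycin plus vehicle and 100% = wells without tunicamycin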
PPC-1+TRAIL kill: kills PPC-1 cancer cells in the presence of TRAIL; PPC-1 cells + TRAIL, ATPLite viability luminescence; cell killing (% activity), % at 4 µM; 220,000 tested, 0.41% active;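 active means cell killing above 50% in the first pass at 4 µM, then a duplicate retest at 5 µM averaging 50% or more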;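 further: plate controls were cells with TRAIL plus DMSO for no effect and medium-only wells lacking cells for full effect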
TRPML3 agonist: agonists of human TRPML3 channel; Q8TDD5; activation, % at 3 µM; HEK293 TRPML3-YFP, Fluo-8 calcium fluorescence; 100% = the carbachol control signal; 220,000 tested, 0.29% active;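 active means activation above its plate's cutoff, the mean activation of the plate's test wells plus 3 SD, cut at about 12% in these data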;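 further: 0% = DMSO only wells and 100% = carbachol wells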
Target sequence (Q8TDD5 whole entry, looked up): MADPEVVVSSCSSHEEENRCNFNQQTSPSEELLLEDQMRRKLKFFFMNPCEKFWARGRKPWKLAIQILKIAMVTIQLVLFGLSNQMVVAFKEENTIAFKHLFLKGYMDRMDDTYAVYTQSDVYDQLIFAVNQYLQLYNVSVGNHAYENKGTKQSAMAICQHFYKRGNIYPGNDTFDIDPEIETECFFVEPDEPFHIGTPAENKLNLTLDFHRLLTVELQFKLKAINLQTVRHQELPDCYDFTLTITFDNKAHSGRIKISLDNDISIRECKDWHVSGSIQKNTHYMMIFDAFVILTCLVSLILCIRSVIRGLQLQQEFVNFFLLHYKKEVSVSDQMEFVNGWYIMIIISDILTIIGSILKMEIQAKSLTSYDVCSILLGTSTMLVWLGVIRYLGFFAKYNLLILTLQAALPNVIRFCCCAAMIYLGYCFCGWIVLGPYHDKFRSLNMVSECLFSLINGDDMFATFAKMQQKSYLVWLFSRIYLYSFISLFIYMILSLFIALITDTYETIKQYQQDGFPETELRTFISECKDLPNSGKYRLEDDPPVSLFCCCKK
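Test system: TRPML3-YFP stable HEK293 cells. Doses: single point at 3 µM. Incubation: dye loading 1 h 37 °C then 30 min ambient, 125 s read. Signal: Fluo-8 calcium dye fluorescence, ex 470-495, em 515-575 nm. Measure: percent activation from peak-to-basal fluorescence ratio, scaled between DMSO and carbachol.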
14-3-3 Bad PPI: disrupts binding of bovine 14-3-3 zeta to phospho-Bad peptide; TR-FRET 14-3-3zeta/Dy647-pBad peptide displacement, 1 h; inhibition, % at 21.7 µM; 220,000 tested, 0.71% active; AID 781;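 active means inhibition above about 70%, limit read from the data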;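 further: 0% = full 14-3-3 plus peptide FRET controls and 100% = background without 14-3-3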
zfTRPN1 agonist: activates the zebrafish TRPN1 channel. activation, % at 3 µM. 220,000 tested, 0.18% active. HEK293 zebrafish TRPN1-YFP, Fluo-8 calcium fluorescence; 100% = response to 87 µM carbachol. AID 1424;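 active means activation above its plate's cutoff, the mean activation of test wells on that plate plus 3 SD, cut at about 19% in these data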;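 further: 0% = DMSO alone and 100% = 87 µM carbachol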
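Material – zebrafish TRPN1-YFP in HEK293 cells · Doses – 3 µM single point · Schedule – dye 1 h 37 °C plus 30 min RT · Signal – Fluo-8 calcium fluorescence, excitation 470-495 nm, emission 515-575 nm · Read-out – % activation versus carbachol response · Control set – carbachol high, DMSO low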
PGE2 EP2 inh: EP2 receptor (human) inhibition; P43116; C6 glioma cells expressing human EP2, cAMP TR-FRET; cells stimulated with saturating PGE2; inhibition, % at 25 µM; 260,000 tested, 0.52% active;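 active means percent inhibition above 40 after rounding to a whole number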;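 further: rat C6 glioma host cells with rolipram phosphodiesterase inhibitor present; the protocol text gives 20 µM as final concentration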
Target sequence (P43116 whole entry, looked up): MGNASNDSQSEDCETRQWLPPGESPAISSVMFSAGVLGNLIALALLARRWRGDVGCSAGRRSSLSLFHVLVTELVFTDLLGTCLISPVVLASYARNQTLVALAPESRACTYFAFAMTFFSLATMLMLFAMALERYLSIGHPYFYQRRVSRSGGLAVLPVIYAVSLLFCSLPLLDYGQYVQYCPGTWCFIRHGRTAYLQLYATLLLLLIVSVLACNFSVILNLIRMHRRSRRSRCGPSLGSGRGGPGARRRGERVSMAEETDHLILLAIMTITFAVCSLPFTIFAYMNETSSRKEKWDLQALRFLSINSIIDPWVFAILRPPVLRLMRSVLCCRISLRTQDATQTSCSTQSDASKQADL
EP2 mod: modulates human prostaglandin E2 receptor EP2 signaling; 260,000 tested, 0.83% active; P43116; EP2-expressing cells, cAMP HTRF FRET, PGE2 co-stimulation; induction, % at 25 µM; AID 940;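 active means compounds whose cAMP rise, as percent of the full-agonist control response, exceeds 60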;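 further: rat C6 glioma line stably carrying human EP2 under a CMV promoter; the protocol text gives 20 µM as final concentration; 100% = response of wells given 1 µM PGE2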
* marks the source's active call; other numbers are inactive results; x = not tested or not shown; & = joins results of further samples; [ ] = dose if it differs, or a comment.

SMILES | NPY-Y1 PAM-ag | NPY-Y1 antag | CHOP inh | PPC-1+TRAIL kill | TRPML3 agonist | 14-3-3 Bad PPI | zfTRPN1 agonist | PGE2 EP2 inh | EP2 mod
COc1ccc(Nc2nc(CC(C)=O)ns2)cc1 | 2 | -9 | -9 | -4 | -0.1 | 1[fluorescence artefact?] | 1.0 | 1 | 9
COc1cc(CNCc2cccs2)ccc1OCc1ccccc1 | 0 | 12 | -2 | 6 | 1.3 | 22[fluorescence artefact?] | -1.4 | 3 | -21
O=C(CCCn1c(=O)[nH]c2ccsc2c1=O)N1CCCCC1 | 3 | -5 | 42 | 43 | 0.7 | -4[fluorescence artefact?] | 0.8 | 11 | 11
Cc1sc(NC(=O)CN(Cc2ccccc2)C(=O)C2CC2)c(C(N)=O)c1C | 15 | -4 | 15 | 1 | 0.8 | -18 | 0.6 | 6&5 | -36&-20
O=C(CSCc1ccccc1Cl)NN=C1CCCCCC1 | -11 | 9 | -8 | -5 | 0.4 | 15 | -0.2 | 10 | -1
Cc1cc(C)n2nc(-c3cccnc3)nc2n1 | 14 | 0 | 32 | 15 | 0.3 | -6 | 0.2 | 14 | 13
COc1cccc(N/C=C/c2onc(C)c2[N+](=O)[O-])c1 | -15 | 5 | -65 | 6 | 0.9 | 34 | 2.2 | 8 | 26
CC(NC(=O)NC1CCCCC1)C(c1cccs1)N1CCN(c2ccccc2)CC1 (configuration not stated) | 4 | 5 | 27 | -3 | -0.6 | 15 | 0.3 | 9 | -20
COc1ccc(-n2c(=O)cc(N3CCN(c4ccccc4OC)CC3)[nH]c2=O)cc1 | -9 | 2 | -3 | 30 | 0.8 | -5 | 0.9 | 4 | 16
CC(C)(C)c1cc(NCc2ccccn2)n2ncc(-c3ccc(Cl)cc3)c2n1 | 30 | x | -5 | 8 | -0.3 | -6 | -1.1 | 6 | 20
Cn1nc(-c2ccc(C(=O)NCC3CCCO3)cc2)c2ccccc2c1=O (configuration not stated) | -7 | 2 | x | 11 | 0.0 | x | 1.3 | 21 | x
CCNC(=S)N1CCN(S(=O)(=O)c2cccc(C(F)(F)F)c2)CC1 | -11 | 3 | 52 | 9 | 1.6 | -2 | 2.3 | 5 | -27
CC(C)(C)Cc1nnc(NS(=O)(=O)c2ccc(F)cc2)s1 | -7 | -7 | 12 | -5 | 0.6 | 44 | 0.5 | 8 | 31
C=CCN1C(=O)/C(=C2\SC(N3CCOCC3)=NC2=O)c2cc(Br)ccc21 | 11 | 3 | 25 | 6 | 0.4 | -4 | 0.1 | 6 | 37
O=C(NCc1ccccc1Cl)c1ccc(Br)o1 | -3 | -2 | 19 | -1 | 0.4 | -16 | 0.4 | 9 | -19
N#C/C(=C\c1cn[nH]c1-c1ccccc1Br)C(=O)O | -11 | 1 | 0 | 4 | 0.6 | -15 | 0.3 | 6 | 19
COc1ccc(CCNC(=O)COC(=O)c2ccc[nH]c2=O)cc1 | -5 | 2 | 41 | 15 | 0.0 | -3 | -0.3 | 1 | 5
O=C(c1ccco1)N(Cc1ccc([N+](=O)[O-])cc1)c1ccc(Br)cc1 | 7 | 16 | 70* | -7 | -0.9 | 3[fluorescence artefact?] | -1.2 | 6 | 48
Cc1cc(=O)oc2cc(Oc3ncccn3)ccc12 | -7 | 4 | 4 | 30 | -0.2 | -1 | 0.7 | 6 | -11
COc1cc2[nH]c(=S)n(Cc3ccc(F)cc3)c(=O)c2cc1OC | 3 | 0 | 91* | 8 | 0.6 | 9 | 0.6 | 8 | -4
COC(=O)NNC(=O)CCCOc1ccc(Cl)cc1Cl | -28 | 2 | 9 | 29 | 0.3 | -25 | 0.0 | 4 | 10
Cc1ccc(S(=O)(=O)CCC(=O)NCCN2C(=O)S/C(=C/c3ccc(F)cc3)C2=O)cc1 | -13 | 5 | 42 | 1 | 0.1 | 9[fluorescence artefact?] | -1.2 | 7 | -26
Cc1ncc(CN2CCN(CCc3ccccc3)C(CCO)C2)s1 (configuration not stated) | 7 | 6 | 15 | 15 | 1.0 | -11 | 1.1 | 9 | 9
Cc1cc(NC(=O)c2ccccc2F)n(C(C)(C)C)n1 | -23 | x | 2 | 0 | 0.5 | -9 | 1.4 | 6 | -16
Cc1cccc(S(=O)(=O)c2c(N)n(/N=C/c3ccco3)c3nc4ccccc4nc23)c1 | 10 | -3 | 18 | -5 | 0.1 | -1 | -0.4 | 8 | 42
O=C1CCCN1CCC12CC3CC(CC(C3)C1)C2 | 21 | 0 | 13 | -14 | 0.4 | 4 | 2.3 | 6 | 11
CCOC(=O)C1=C(N)N2C(=O)CSC2=C(C(=O)OC)C1 | -6 | 1 | 22 | 9 | -0.2 | -6 | 0.5 | 6 | 7
O=C(NNc1cccc(Cl)n1)C1CC1 | 1 | -5 | -15 | 3 | 1.0 | -15 | -0.5 | 3 | 32
COc1cccc(CNC(=O)Cn2c(=O)oc3ccccc32)c1OC | 5 | -2 | -13 | 4 | 0.0 | 5 | 1.0 | 14 | 0
CSc1nc2ccccc2cc1/C=C(\C#N)c1cccc(C)c1 | -8 | 7 | -10 | -11 | -0.4 | 7 | 0.4 | 8 | 43
N#Cc1nc(COc2cccc(Cl)c2)oc1N1CCCC1 | -28 | 14 | 36 | 30 | -0.2 | 11[fluorescence artefact?] | -1.6 | 11 | -10
O=C(N/N=C/c1ccc2c(c1)OCCO2)c1ccncc1 | 12 | x | 10 | 3 | 1.5 | -1 | 2.7 | 8 | -19
Cc1c(NC(=O)C2(c3ccc(Cl)cc3)CCCC2)c(=O)n(-c2ccccc2)n1C | 8 | 0 | 13 | -19 | 0.0 | 8 | -0.3 | 0 | 40
CN(Cc1ccccc1)c1nc2c(c(=O)[nH]c(=O)n2C)n1CCSc1nc2ccccc2[nH]1 | -10 | 4 | -7 | 4 | -0.1 | -1[fluorescence artefact?] | -0.4 | 16 | 8
NC(=O)c1cnn(-c2cccc(Cl)c2)c1N | 1 | x | -9 | 10 | 0.3 | -1 | 1.2 | 8 | -18
Cc1cccc2nc(CSc3nc4ccc([N+](=O)[O-])cc4[nH]3)c(Br)n12 | -17 | 3 | 47 | 16 | -0.5 | -8[fluorescence artefact?] | -0.3 | 14 | -19
O=Cc1ccc(-c2cccc(C(=O)O)c2)o1 | 4 | 1 | -4 | 20 | 0.8 | 6 | -0.5 | 11 | 12
Nc1c(C(=O)c2cccs2)sc2nsc(SCCN3CCCCC3)c12 | 6 | x | -56 | 9 | 23* | -5 | 34* | 8 | -43
CCOC(=O)C1C2C=CC3(CN(c4ccccc4CC)C(=O)C13)O2 (configuration not stated) | -27 | 0 | x | x | -0.6 | x | 0.3 | 15&6 | -21
CCOC(=O)CSC1=Nc2ccccc2C2=NC(CC(=O)NCc3ccc4c(c3)OCO4)C(=O)N12 (configuration not stated) | -5 | 2 | 15 | -11 | -0.2 | -3 | 0.8 | 11 | 1

At a glance, two of the compounds above.
SMILES | NPY-Y1 PAM-ag | NPY-Y1 antag | CHOP inh | PPC-1+TRAIL kill | TRPML3 agonist | 14-3-3 Bad PPI | zfTRPN1 agonist | PGE2 EP2 inh | EP2 mod
COc1ccc(Nc2nc(CC(C)=O)ns2)cc1 | 2 | -9 | -9 | -4 | -0.1 | 1[fluorescence artefact?] | 1.0 | 1 | 9
COc1cc(CNCc2cccs2)ccc1OCc1ccccc1 | 0 | 12 | -2 | 6 | 1.3 | 22[fluorescence artefact?] | -1.4 | 3 | -21

New compounds follow:
SMILES | NPY-Y1 PAM-ag | NPY-Y1 antag | CHOP inh | PPC-1+TRAIL kill | TRPML3 agonist | 14-3-3 Bad PPI | zfTRPN1 agonist | PGE2 EP2 inh | EP2 mod
Cc1cc(C(=O)N2CCN(c3ccccn3)CC2)c(C)o1 | -1 | -1 | x | 0 | 0.5 | x | 1.8 | 6 | x
CS(=O)(=O)N1CCN(c2nc3ccc(Cl)cc3s2)CC1 | 1 | x | -14 | 4 | 1.1 | 1 | 0.3 | 4 | -37
COCC(=O)Nc1cc(OC)cc(OC)c1 | -5 | -3 | -51 | 20 | 1.2 | -8 | -1.7 | 13 | 7
COc1ccc2nc(N=Nc3c(O)ccc4ccccc34)sc2c1 | -12 | 1 | 31 | 26 | -0.2 | 23 | -0.3 | 11 | -31
CC(=O)Nc1cccc(-c2cnc3ccccc3n2)c1 | 13 | 1 | -22 | 15 | 0.4 | -8 | 0.4 | 16 | -8
CCOC(=O)Cn1c(=O)oc2cc(S(=O)(=O)NC3CCCc4ccccc43)ccc21 (configuration not stated) | 63* | -12 | 42 | 13 | 0.5 | -20[fluorescence artefact?] | 3.7 | 12 | -25
Cc1ccc(/C=C/c2nnc(-c3ccc(C)cc3)o2)cc1 | -9 | 4 | 21 | 12 | -0.2 | -1 | -1.4 | 10 | 17
CC(C)Cc1nnc(NC(=O)Nc2ccccc2)s1 | 22 | -4 | 70* | x | 0.4 | -5 | 2.6 | 15 | -33
COc1ccc(CNc2nc3c(c(=O)[nH]c(=O)n3C)n2CCCc2ccccc2)cc1 | -10 | 8 | -7 | 7 | 0.6 | -6 | -1.4 | -6 | 35
O=C(N/N=C/c1ccc([N+](=O)[O-])o1)c1cc2c(ccc3ccccc32)o1 | -6 | 4 | 16 | -8 | 1.2 | 93* | 1.1 | 12 | -36
Cc1cc(C)cc(NC(=S)NCC2CCCO2)c1 (configuration not stated) | 4 | -4 | 4 | 6 | -0.6 | 1 | -0.8 | 5 | -5
CNC(=S)N1N=C(c2ccc(C)cc2)CC1c1ccc(OC)cc1 (configuration not stated) | -6 | 1 | 65 | 2 | -0.6 | 0[fluorescence artefact?] | -1.3 | 19 | 4
CCO[C@@H]1OC(C(N)=O)=C[C@H](c2coc3ccccc3c2=O)[C@H]1CCCO | x | x | -1 | -12 | x | -1 | x | 8 | 19
CCc1ccc(C(=O)COc2ccc(NC(C)=O)cc2)cc1 | 20 | -2 | 4 | 6 | 0.5 | 7 | 0.4 | 2 | -10
CC(=O)Nc1ccc(C(=O)CSc2nnc(-c3ccc(O)cc3)n2CC2CCCO2)cc1 (configuration not stated) | -4 | 2 | 13 | -8 | 0.3 | -1 | 0.7 | x | 18
COc1cccc(N=Cc2nc(-c3ccccc3)oc2OC(C)=O)c1 | 23 | x | -19 | 3 | 0.0 | 2 | 1.3 | 12 | -28
Cc1cc2nnc(SCC(=O)Nc3cccc(S(=O)(=O)N4CCOCC4)c3)n2c2ccccc12 | -29 | 2 | 21 | 10 | 1.1 | -5 | 0.6 | 13 | 1
CCCN(CC(=O)Nc1ccc(F)c(F)c1F)Cc1cc(=O)n2ccsc2n1 | 14 | -2 | -7 | 6 | 1.0 | -9 | 1.0 | 7 | 6
COC(=O)C1=NNC2(c3ccc(C)cc3)C(=O)N(c3cccc(C)c3C)C(=O)C12 (configuration not stated) | 9 | 0 | 5 | 0 | 0.7 | 5[fluorescence artefact?] | 1.9 | 5 | 10

The list is partial; count on the stated rates, not on these rows.
